STAT3 activator: STAT3 signaling activation; U3A cells, IL-6 STAT3-luciferase reporter, luminescence; 100% = signal with IL-6 EC80 alone; activation (% of control), % at 5.6 µM; 190,000 tested, 0.91% active;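 active = activation above the screen-wide mean of compound activation plus 3 SD, cut at about 130% in these data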;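 also: 0% = background luminescence of wells with medium and substrate only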
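Material: human U3A cells carrying STAT3-luciferase construct. Measured by: reporter luminescence signal. Timing: compound 1 h, then IL-6 6 h at 37 °C.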
G6PDH CS: counter-screen for G6PDH assay hits: L. mesenteroides G6PDH inhibition | 200,000 tested, 0.12% active | Purified L. mesenteroides G6PDH, diaphorase/resazurin coupled fluorescence, 45 min | inhibition, % at 5 µM; in the data active = inhibition above about 50%
STAT1 activator: activators of IFN-gamma induced STAT1 signaling. 200,000 tested, 2.6% active. activation (% of control), % at 5.5 µM. AID 932. NIH 3T3 STAT1-luciferase reporter, luminescence; 100% = IFN-gamma alone, no compound;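 active = activation above the screen-wide mean activation plus 3 SD, cut at about 130% in these data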;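 also: raw ratio to IFN-gamma control signal so 100% means no change and 0% no light; values of inactives mirror those of a sister screen read the other way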
STAT3 inh: inhibitors of IL-6 induced STAT3 signaling. inhibition, % at 5.5 µM. AID 862. U3A cells, IL-6 STAT3-luciferase reporter, luminescence; host cell line lacks STAT1. 190,000 tested, 0.89% active;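 active = inhibition above the mean inhibition across all screened compounds plus 3 SD, cut at about 44% in these data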;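 also: 0% = DMSO only wells and 100% = 100 µM nifuroxazide control wells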
APP 5UTR inh: APP translation inhibition; 190,000 tested, 0.82% active; inhibition, % at 2 µM; SH-SY5Y APP 5'UTR-luciferase reporter, luminescence;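 active = inhibition above a set limit, derived from the sample mean plus 3 SD, cut at about 45% in these data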; also: values of inactives mirror those of a sister screen read the other way
STAT1 blocker: STAT1 signaling inhibition; inhibition, % at 5.5 µM; NIH 3T3 STAT1-luciferase reporter, IFN-gamma, luminescence; AID 920; 200,000 tested, 0.35% active;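 active = inhibition above a set limit, the mean inhibition across all tested compounds plus 3 SD, cut at about 34% in these data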;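 also: 0% = IFN-gamma with DMSO and 100% = IFN-gamma with 300 µM nifuroxazide; values of inactives mirror those of a sister screen read the other way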
Hsp70 activator: switches on Hsp70 transcription | HeLa Hsp70 promoter luciferase reporter, luminescence; scaled: vehicle 0, proteasome-inhibitor control 100% | activation, % at 10 µM | 200,000 tested, 0.04% active;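 active = activation above the mean across all tested compounds plus 3 SD, cutoff set per campaign, cut at about 5.5% in these data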;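 also: 100% = MG132 at 30 µM as the positive control and 0% = DMSO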
Diaphorase inh: counter-screen for diaphorase-based assays: diaphorase inhibitors and chemical oxidizers | diaphorase resazurin-to-resorufin fluorescence, NADH, 16 min; bacterial (C. kluyveri) enzyme, not human | inhibition, % at 20 µM | 190,000 tested, 0.69% active | AID 1217;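 active = primary screen inhibition at 20 µM above a set limit, cut at about 50% in these data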;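 also: plate controls were DMSO with full reaction for no effect and wells lacking NADH for full effect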
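Assay system – diaphorase enzyme from Clostridium kluyveri · Amount – diaphorase 0.14 U/mL (working solution) · Times – reaction incubation of 16 min at room temperature · Controls – No-NADH positive control and DMSO neutral control · Signal – resorufin fluorescence 544/590 nm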
Diaphorase act: activates diaphorase or chemically reduces, flagging diaphorase assay artifacts; Diaphorase/resazurin coupled assay, resorufin fluorescence, 16 min; hits give high values; 1 = vehicle wells, 0 = NADH-free wells; activation factor at 20 µM; 190,000 tested, 0.005% active; AID 1229;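 active = diaphorase activity raised at least twofold by the compound at 20 µM; inactive = activation factor below 2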
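Material: bacterial diaphorase enzyme (C. kluyveri); amount: enzyme 0.07 U/mL final; reagent: NADH substrate 0.114 mM plus resazurin dye 0.1 mM, final; doses: single compound dose of 20 µM, 1% DMSO final; timing: 16 min enzyme reaction, ambient temperature; measured by: fluorescence of resorufin, 544 nm excitation, 590 nm emission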
TLR4 MyD88 comp: blocks binding of human TLR4 to MyD88 | HeLa CL3-4 TLR4/MyD88 BLA complementation, FRET ratio | inhibition, % at 8.4 µM | 200,000 tested, 0.18% active | AID 861 | O00206+Q99836; in the data active = inhibition above about 25%;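 also: 0% = vehicle and 100% = reference inhibitor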
Target sequence (O00206 whole entry, looked up): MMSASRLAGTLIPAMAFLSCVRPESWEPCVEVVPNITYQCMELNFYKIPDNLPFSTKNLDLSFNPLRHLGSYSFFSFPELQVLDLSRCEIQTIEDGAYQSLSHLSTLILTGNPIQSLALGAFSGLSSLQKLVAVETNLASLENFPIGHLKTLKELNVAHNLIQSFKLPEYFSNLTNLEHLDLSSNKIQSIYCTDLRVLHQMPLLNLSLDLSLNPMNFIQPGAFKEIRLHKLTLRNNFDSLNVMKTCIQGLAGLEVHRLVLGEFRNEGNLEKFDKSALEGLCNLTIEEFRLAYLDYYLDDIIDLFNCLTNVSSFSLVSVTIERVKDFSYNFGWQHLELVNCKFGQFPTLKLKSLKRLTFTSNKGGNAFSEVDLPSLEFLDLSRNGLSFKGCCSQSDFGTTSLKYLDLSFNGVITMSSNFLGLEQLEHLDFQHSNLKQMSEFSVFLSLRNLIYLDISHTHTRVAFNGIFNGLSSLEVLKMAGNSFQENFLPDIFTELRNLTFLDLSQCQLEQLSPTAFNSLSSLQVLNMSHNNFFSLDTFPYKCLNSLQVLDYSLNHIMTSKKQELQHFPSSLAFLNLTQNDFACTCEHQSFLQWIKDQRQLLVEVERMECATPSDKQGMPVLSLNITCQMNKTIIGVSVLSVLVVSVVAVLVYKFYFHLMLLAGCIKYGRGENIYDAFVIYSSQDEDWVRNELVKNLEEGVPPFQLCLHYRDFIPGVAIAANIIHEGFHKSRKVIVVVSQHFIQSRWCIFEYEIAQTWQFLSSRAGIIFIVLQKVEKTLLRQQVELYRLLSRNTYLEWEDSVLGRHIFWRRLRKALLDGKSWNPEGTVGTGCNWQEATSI
Target sequence (Q99836 whole entry, looked up): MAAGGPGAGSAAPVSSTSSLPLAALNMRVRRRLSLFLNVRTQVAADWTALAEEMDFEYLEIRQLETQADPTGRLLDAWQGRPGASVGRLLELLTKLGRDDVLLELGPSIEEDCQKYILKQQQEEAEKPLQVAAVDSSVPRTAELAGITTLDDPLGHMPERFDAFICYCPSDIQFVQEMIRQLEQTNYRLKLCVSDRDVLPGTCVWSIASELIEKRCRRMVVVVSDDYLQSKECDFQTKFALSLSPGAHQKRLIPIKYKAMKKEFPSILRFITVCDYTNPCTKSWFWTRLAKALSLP
Active calls of the source: *; . = no result given.

SMILES	STAT3 activator	G6PDH CS	STAT1 activator	STAT3 inh	APP 5UTR inh	STAT1 blocker	Hsp70 activator	Diaphorase inh	Diaphorase act	TLR4 MyD88 comp
CCC(=O)N(Cc1cc2cc(OC)ccc2[nH]c1=O)c1cc(C)ccc1C	103	6	103	-1	7	-3	-0.2	8	0.9	-3
COC(=O)C1=C(C)N(c2ccc(C)cc2)/C(=C/c2ccc(O)cc2)C1=O	102	8	74	7	-20	28	0.1	7	0.9	-17
COC(=O)c1c(NC(=O)CN2CCCc3ccccc32)sc(C)c1C	117	-6	99	-21	-8	2	-0.3	20	0.8	19
Cc1nc(NC2=NCN(CC3CCCO3)CN2)nc2ccccc12 (centres undefined)	101	.	94	5	4	7	-0.1	.	.	1
Cc1occc1C(=O)NCCc1ccc(Cl)cc1	96	4	94	9	-19	7	-0.1	6	0.9	-21
OC(c1cccc(OCc2ccccc2)c1)c1nnc(-c2ccccc2)o1 (centres undefined)	98	-3	93	5	-8	8	-0.2	10	0.9	4
C#CCOCCOCCOCCNc1nc(N2CCN(C(=O)[C@H](CCC(=O)O)n3cc(C(N)CC(C)C)nn3)CC2)nc(N2CCN(C(=O)[C@H](Cc3cc4ccccc4[nH]3)n3cc(C(N)CC(C)C)nn3)CC2)n1 (some centres undefined)	.	0	102	.	-15	0	0.5	-3	1	-9
CC(C)(C)c1cn(-c2ccccc2)c(=S)[nH]1	99	5	107	5	0	-7	-0.3	16	0.8	12
COc1ccc(N2CCN(C(=O)c3ccc4c(Cl)c5c(nc4c3)CCCC5)CC2)cc1	106	18	99	-7	-6	1	0.3	-2	1	-1
Cc1cc(C)n2nc3nc4c(cc3c2n1)CCCC4	95	0	96	9	-15	4	-0.1	18	0.8	-8
CCCOc1ccc(/C=C/C(=O)Nc2ccc([N+](=O)[O-])cc2C)cc1OC	100	6	100	12	-5	0	-0.1	16	0.8	17
CCc1ccc(C(=O)c2cncc(Br)c2)cc1	91	-12	107	11	-19	-7	-0.2	13	0.9	-8
COc1ccccc1NC(=S)N(C(C)C)C(C)c1ccccn1 (centres undefined)	113	10	93	-8	-8	6	0.2	4	1	12
COc1cc(NC(=O)C2CCCN(c3ncccn3)C2)cc(OC)c1 (centres undefined)	102	11	102	1	-8	-2	0.0	12	0.9	-7
C#CCSC1=C(C#N)C(c2cccs2)C(C(=O)OCC)=C(C)N1 (centres undefined)	100	8	97	6	-2	3	-0.5	12	0.9	-5
COc1cccc(/C=N/n2c(=S)n(C)c3cc(C)c(C)cc32)c1OC	96	-6	101	9	-12	-1	-0.1	17	0.8	-11
O=C(NCc1cccnc1)C(=O)Nc1nc2ccccc2s1	105	1	139*	-5	-7	-41	0.4	9	0.9	-8
COc1cc2nc(C3CCC3)n(NC(=O)C(OC(C)=O)c3ccccc3)c(=O)c2cc1OC (centres undefined)	101	12	96	5	2	3	0.3	-1	1	0
COc1ccc(N(CC(=O)N2CCCCCC2)S(=O)(=O)c2c(C)[nH]c(=O)[nH]c2=O)cc1	99	5	98	6	-8	2	-0.4	6	0.9	12
CC(C)(C)NC(=O)COc1ccc(CNc2ccc3[nH]c(=O)[nH]c3c2)cc1	110	8	99	-9	0	1	-0.1	54*	0.5	-2
O=C1c2cccc3c([N+](=O)[O-])ccc(c23)C(=O)N1c1nccs1	100	9	91	6	81*	10	0.0	27	0.7	93*
Cc1ccc(C)c(C(=O)CSc2n[nH]c(C(C)C)n2)c1	84	0	101	25	-3	-1	0.1	14	0.9	4
c1ccc(CN2CCCC3(CCCN(Cc4nc(COc5ccccc5)no4)C3)C2)cc1 (centres undefined)	117	15	106	-20	-10	-7	-0.1	14	0.9	-12
Cc1ccccc1C(=O)NCCNc1ccc([N+](=O)[O-])cc1	103	8	94	6	6	5	0.1	21	0.8	-2
O=C(NCc1ccco1)c1ccc(N2CCCCC2)c([N+](=O)[O-])c1	93	4	107	8	8	-8	-0.1	19	0.8	-13
COCCCNC(=O)CSC1=Nc2ccccc2C2=NC(CC(=O)NCc3ccccc3)C(=O)N12 (centres undefined)	95	14	110	9	2	-10	0.2	14	0.9	-7
Cc1ccc(NC(=O)c2ccncc2)cc1[N+](=O)[O-]	78	12	96	28	-8	4	-0.5	12	0.9	1
CSc1nc(N2CCOCC2)c2ccccc2n1	98	-19	98	6	0	2	-0.2	12	0.9	4
Cc1ccccc1C(=O)Oc1ccccc1N1C(=O)C2CC=CCC2C1=O (centres undefined)	98	-2	85	0	-12	17	-0.4	15	0.9	2
Cc1cccn2cc(CNC(=O)c3ccco3)nc12	105	2	106	-2	2	-7	-0.3	10	0.9	6
CCCC(=O)Nc1nnc(Cc2ccccc2)s1	100	8	95	5	3	5	0.5	13	0.9	9
O=C(NCCCN1CCOCC1)c1ccc(-n2nc(C(F)(F)F)cc2-c2cccs2)cc1	80	-6	91	24	15	9	-0.2	9	0.9	-7
Cn1c(=O)cc(N2CCN(C(=O)c3ccco3)CC2)[nH]c1=O	.	5	92	.	0	7	-0.4	-6	1.1	-13
COc1ccc(NC(=O)C2CC2)cc1NS(=O)(=O)c1ccc(F)cc1	99	2	100	-1	.	0	-0.3	13	0.9	-3
Cc1ccc(-n2ncc3c(=O)[nH]c(SCC(=O)N4CCN(c5ccccc5)CC4)nc32)cc1	102	1	93	0	-2	7	-0.7	0	1	-4
CN1C(N)=NC(=O)/C1=C/c1ccccc1F	104	4	90	-3	-4	11	-0.2	14	0.9	2

Part of the list above in order of molecular weight, rising:
SMILES	STAT3 activator	G6PDH CS	STAT1 activator	STAT3 inh	APP 5UTR inh	STAT1 blocker	Hsp70 activator	Diaphorase inh	Diaphorase act	TLR4 MyD88 comp
Cc1occc1C(=O)NCCc1ccc(Cl)cc1	96	4	94	9	-19	7	-0.1	6	0.9	-21
O=C(NCc1ccco1)c1ccc(N2CCCCC2)c([N+](=O)[O-])c1	93	4	107	8	8	-8	-0.1	19	0.8	-13
CCC(=O)N(Cc1cc2cc(OC)ccc2[nH]c1=O)c1cc(C)ccc1C	103	6	103	-1	7	-3	-0.2	8	0.9	-3
CCCOc1ccc(/C=C/C(=O)Nc2ccc([N+](=O)[O-])cc2C)cc1OC	100	6	100	12	-5	0	-0.1	16	0.8	17
Cc1ccc(-n2ncc3c(=O)[nH]c(SCC(=O)N4CCN(c5ccccc5)CC4)nc32)cc1	102	1	93	0	-2	7	-0.7	0	1	-4
COCCCNC(=O)CSC1=Nc2ccccc2C2=NC(CC(=O)NCc3ccccc3)C(=O)N12 (centres undefined)	95	14	110	9	2	-10	0.2	14	0.9	-7

Later entries.
SMILES	STAT3 activator	G6PDH CS	STAT1 activator	STAT3 inh	APP 5UTR inh	STAT1 blocker	Hsp70 activator	Diaphorase inh	Diaphorase act	TLR4 MyD88 comp
COc1cc(-c2cc(=O)c3ccccc3o2)ccc1O	94	-8	134*	9	-24	-38	-0.2	12	0.9	1
NC(=NCCc1ccccc1)NS(=O)(=O)c1ccc(F)cc1	94	9	93	6	10	9	-0.4	5	1	2
Nc1ccccc1-c1nnn(CC(=O)N2CCCc3ccccc32)n1	92	6	92	10	15	9	-0.4	14	0.9	-6
CCC1S/C(=C(\C#N)C(=O)NCc2ccco2)N(c2ccc(F)cc2)C1=O (centres undefined)	106	8	98	0	-10	2	-0.6	2	1	-1
CN(c1ncc(C(F)(F)F)cc1Cl)n1cc(C(N)=O)c2ccccc2c1=O	94	-1	94	12	-21	7	-0.1	19	0.8	-1
Cc1nc2cc(C(=O)N3CCc4ccccc43)ccc2n1-c1ccc(F)c(F)c1	112	-1	112	-14	9	-14	-0.4	13	0.9	8
CCOC(=O)c1cc2c(ccn2C)n1CC(=O)N1CCC(Cc2ccccc2)CC1	105	-1	89	0	-28	13	-0.4	23	0.8	-7
NC(=O)CSc1nnc(Cc2csc(Nc3ccc(F)cc3)n2)n1Cc1ccccc1	98	4	99	6	-10	3	0.1	21	0.8	5
CCOC(=O)c1sc2nc(SCC(=O)N(CC)CC)n(CCCN3CCCC3=O)c(=O)c2c1C	87	-2	86	21	-3	13	0.0	-3	1	12
COc1ccc(CNc2ncnc3cc(Cl)ccc23)cc1OC	107	16	62	4	-7	41*	-0.2	19	0.8	2
Cc1ccccc1-n1c(CSC(=N)N)nc2ccccc2c1=O	99	-12	103	2	9	-3	-0.3	11	0.9	3
Cc1ccnc(NC(=O)CN(C)S(=O)(=O)c2cccc3nsnc23)c1	92	9	85	12	-2	16	-0.3	10	0.9	-7
COc1ccc(N2CCN(C(=O)c3cc(-c4cccs4)nc4ccccc34)CC2)cc1	103	-3	104	4	-5	-6	0.1	30	0.7	-3
CC(C)N(Cc1nc(-c2ccccc2)no1)C(=O)COc1ccccc1	102	16	92	7	3	9	-0.2	22	0.8	-10
Cc1ccc(S(=O)(=O)N2CCC(n3nnc4cc(C)ccc43)CC2)cc1	99	2	96	2	0	4	-0.5	-5	1.1	-2
CN1C(=O)/C(=C/c2cn(CC(=O)N3CCCCC3)c3ccccc23)c2ccccc21	133	2	99	-40	6	0	-0.5	32	0.7	-14
CC1CCc2nc(N)c(C#N)c(-c3cccn3C)c2C1 (centres undefined)	102	5	95	-1	-10	6	-0.3	8	0.9	-1
O=C(Cc1ccccc1)N/N=C/c1cc(Br)c(Br)o1	100	-2	104	10	-30	-5	0.0	5	1	2
Cc1ccc(C(=O)O)cc1S(=O)(=O)N1CCC(C(=O)O)CC1	101	4	105	0	4	-6	-0.1	14	0.9	3
CSc1ccccc1C(=O)NCC(c1ccco1)N1CCCCC1 (centres undefined)	98	4	108	8	-4	-9	-0.2	10	0.9	2
O=C(C(Sc1ccccc1)c1ccccc1)N1CCOCC1 (centres undefined)	101	-4	98	4	-5	2	-0.1	5	0.9	2
Cc1nnc(SCC(=O)c2ccccc2)n1Cc1ccccc1	100	-7	98	-4	-14	2	-0.3	12	0.9	-1
COc1ccc(-c2nn(-c3ccccc3C)cc2CNC(C)c2cn(C)nc2C)cc1F (centres undefined)	99	7	96	5	-6	2	-0.2	7	0.9	8
Cc1ccccc1NC(=O)COC(=O)c1cccnc1	97	12	89	10	-6	11	0.1	11	0.9	-1
Cn1nnnc1SCC(=O)Nc1ccc(N2CCOCC2)cc1	105	0	98	-2	-20	2	0.1	5	1	-4
CCOC(=O)c1c(C)[nH]c(C)c1C(=O)CN1C(=O)NC(CC(C)C)C1=O (centres undefined)	95	-10	89	8	6	12	0.2	14	0.9	9
COc1ccc(C(=O)Nc2ccc(S(=O)(=O)NCc3ccco3)cc2)cc1OC	98	3	98	6	0	3	-0.3	14	0.9	-8
NC(=O)CSc1nnc(SCc2ccc(F)cc2)s1	99	1	101	6	0	-3	-0.4	7	0.9	6
Cc1cc(C(=O)Nc2c(C)cccc2C)n(-c2ccccc2)n1	105	8	97	-1	-3	3	-0.6	6	0.9	4

Bioassay records deposited in PubChem by several laboratories.
